Platelet DG rel – modulates dense granule release in human platelets; human platelet-rich plasma, SFLLRN dense granule ATP release, luminescence; inhibition, %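 (compounds screened at 7.5 µM in platelet-rich plasma)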; hit rate 0.22% among 300,000;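 active = mean replicate score, as percent of positive control, at or above 50; inconclusive = mean below 50 but at least one replicate at or above 50; inactive = mean and every replicate below 50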
GSK3A inh – human GSK-3 alpha kinase inhibition. P49840. ADP-Glo luminescence, 60 min. inhibition, % at 10 µM. hit rate 0.1% among 320,000. AID 2650;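 in the data active = inhibition above about 50%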;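 also: GST-tagged GSK-3 alpha with peptide substrate and 25 µM ATP; 0% = DMSO neutral wells and 100% = GW8510 positive control wells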
Target sequence (P49840 whole entry, looked up): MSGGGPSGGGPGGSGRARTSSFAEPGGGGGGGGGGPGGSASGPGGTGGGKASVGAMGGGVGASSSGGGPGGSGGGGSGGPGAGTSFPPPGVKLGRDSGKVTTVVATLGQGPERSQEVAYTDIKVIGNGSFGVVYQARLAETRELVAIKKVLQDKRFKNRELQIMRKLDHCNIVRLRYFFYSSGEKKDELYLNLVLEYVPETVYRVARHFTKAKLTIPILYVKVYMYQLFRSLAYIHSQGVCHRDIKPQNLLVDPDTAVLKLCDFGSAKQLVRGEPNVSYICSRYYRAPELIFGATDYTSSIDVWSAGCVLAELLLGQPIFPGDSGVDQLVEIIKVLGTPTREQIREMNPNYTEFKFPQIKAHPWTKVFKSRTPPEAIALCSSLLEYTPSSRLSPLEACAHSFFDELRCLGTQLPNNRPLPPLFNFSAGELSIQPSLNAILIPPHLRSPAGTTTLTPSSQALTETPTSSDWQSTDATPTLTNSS
HSF1 inh – HSF1 inhibition | NIH3T3-HGL HSE-luciferase, MG132-induced, luminescence 8 h; stronger effect = lower value | activity change, negative = inhibition, % at 7.5 µM (by protocol) | hit rate 0.77% among 300,000 | AID 2098;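 active = more than half of replicate wells show activity change below -50%, luminescence cut by over half; inconclusive = some wells, but at most half, below -50%; inactive = no replicate well below -50%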;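 also: luciferase reports HSF-1 transcriptional activity via heat shock element; 0% = median of DMSO wells and -100% = zero luminescence signal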
PolyA inhibitor – yeast polyadenylation inhibition | S. cerevisiae SKY197-pL101 polyadenylation reporter, beta-gal luminescence; efflux-impaired pdr1/pdr3 knockout yeast; score 100 = 6 SD above DMSO | calls only at 12 µM | hit rate 0.02% among 300,000;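 active = lowest replicate activity score at least 50, where 100 means six control SD above control mean; inconclusive = lowest score under 50 but half or more replicates reach 50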;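 also: yeast exposed to compound for 9 h at 30 °C; higher score means more reporter readthrough which indicates perturbed polyadenylation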
HSF-1 act – increases HSF-1 driven luciferase reporter signal | NIH3T3-HGL HSF-1 luciferase reporter, MG132, 8 h; 100% = twice DMSO control signal | activation, % at 9 µM | hit rate 1.7% among 300,000 | AID 504408;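 active = mean replicate activation of at least 50% with a set share of replicates each reaching 50%; inconclusive = only one of those two conditions met; inactive = mean below 50% and too few replicates reaching it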;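 also: 0% = median of the neutral control wells and 100% = twice that signal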
AI-2 QS modul – Vibrio harveyi AI-2 quorum sensing modulation; Vibrio harveyi JMH597 AI-2 luminescence/OD600 ratio, 9 h; stronger effect = lower value; strain lacks LuxN and CqsS sensors; 0 = neutral-control median; activity change, % at 7.5 µM; hit rate 0.4% among 300,000; AID 2094; in the data active = activity change below about -75%, passing the limit was not always enough; inconclusive = no clear call, values can overlap the other calls;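 also: luminescence divided by OD600 gain over 9 h not by final OD600 alone; inactives centre near 13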
GSK3beta inhib – human GSK3beta kinase inhibition. P49841. GST-GSK3beta kinase, ADP-Glo luminescence, 60 min; stronger effect = lower value. activity score (negative = inhibition), % at 10 µM. hit rate 0.038% among 300,000. AID 2097;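 active = more than half of replicate wells score below -50%, meaning over 50% inhibition versus plate controls; inconclusive = some replicates but at most half score below -50%; inactive = no replicate scores below -50%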;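 also: 0% = median DMSO wells and -100% = median GW8510 positive control wells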
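test system = GST-tagged human GSK3beta kinase, cell-free | reagent = 25 µM ATP with peptide substrate | dosing = one dose of 10 µM per compound | schedule = 60 min reaction, RT | detection = luminescent ADP-Glo measurement of ADP formed | control set = DMSO neutral wells and GW8510 at 20 µM as positive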
Dyrk1A ADPGlo – inhibitors of rat Dyrk1A kinase | AID 504441 | hit rate 0.43% among 310,000 | Q63470 | inhibition, % at 12.5 µM | ADP-Glo luminescence, NFATc1 peptide; in the data active = inhibition above about 50%;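 also: plate controls were vehicle with enzyme for no effect and no enzyme for full effect; many of its hits are not listed in these tables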
HDAC3 inh – inhibitors of human histone deacetylase 3 | O15379 | recombinant HDAC3, fluorogenic peptide/trypsin coupled, fluorescence | hit rate 0.15% among 320,000 | inhibition, % at 8.3 µM | AID 2718; in the data active = inhibition above about 26%, passing the limit was not always enough; inconclusive = no clear call, values can overlap the other calls
Target sequence (O15379 whole entry, looked up): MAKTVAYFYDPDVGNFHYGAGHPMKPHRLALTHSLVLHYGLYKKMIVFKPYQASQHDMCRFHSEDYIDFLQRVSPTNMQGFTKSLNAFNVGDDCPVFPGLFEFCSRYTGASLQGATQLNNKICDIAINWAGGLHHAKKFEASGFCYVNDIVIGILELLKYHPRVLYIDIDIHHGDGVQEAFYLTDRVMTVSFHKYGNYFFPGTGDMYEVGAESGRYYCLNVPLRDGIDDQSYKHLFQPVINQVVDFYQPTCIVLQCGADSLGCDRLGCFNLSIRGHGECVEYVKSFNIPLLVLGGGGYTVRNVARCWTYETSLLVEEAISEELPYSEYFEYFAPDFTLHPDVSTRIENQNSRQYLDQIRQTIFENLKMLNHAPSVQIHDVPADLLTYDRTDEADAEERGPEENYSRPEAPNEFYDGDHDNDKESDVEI
HSP90 inh – HSP90 refolding inhibition in rabbit reticulocyte lysate. luciferase refolding luminescence, 3 h. inhibition, % at 5.6 µM. hit rate 0.91% among 290,000. AID 1789;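 active = inhibition above the screen-wide mean plus 3 SD, computed separately per campaign, cut at about 16% in these data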;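 also: 0% = DMSO wells and 100% = 60 µM geldanamycin wells; inhibitors lower the luminescence because luciferase stays unfolded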
The depositor's hits bear a star; i = inactive; ? = inconclusive; · = not tested or not shown. Only part of the results is shown; count on the stated rates, not on these rows.

SMILES	Platelet DG rel	GSK3A inh	HSF1 inh	PolyA inhibitor	HSF-1 act	AI-2 QS modul	GSK3beta inhib	Dyrk1A ADPGlo	HDAC3 inh	HSP90 inh
Cc1ccc(C)c(OCCC(=O)OCC(=O)N(C)c2c(N)n(Cc3ccccc3)c(=O)[nH]c2=O)c1	6	-1	-1	i	-11	11	1	6	3	·
CN(CCOc1ccccc1)C(=S)Nc1ccc(OC(F)F)cc1	2	0	-22	i	-27	29	1	-2	-1	-3
CC1CCCCC1NC(=O)CCS(=O)(=O)c1ccc2c(c1)NC(=O)CS2 (centres undefined)	-2	2	-3	i	18	9	2	-5	3	3
Cc1ccc(C)c(CN2C(=O)COc3ccccc32)c1	-3	12	18	i	?	28	4	7	-4	5
COC(=O)c1ccc(CSc2nnc(N)s2)cc1	75*	0	1	i	14	7	1	8	1	1
CCOc1cc(CNCc2ccccn2)cc(Cl)c1OCC	0	3	-2	i	5	22	2	·	-2	0
COc1ccc2[nH]c(=O)c(CN(Cc3ccc(C)cc3)Cc3nnnn3CC3CCCO3)cc2c1 (centres undefined)	1	0	8	i	8	8	0	8	-5	-4
Cc1[nH]c2ccccc2c1C(=O)C(=O)N1CCN(c2ccccc2)CC1	8	1	4	i	-9	13	-1	5	9	-3
CCOC(=O)NN1C(=O)c2ccccc2NC1c1ccccc1O (centres undefined)	5	-2	-1	i	6	15	1	1	-14	2
O=C(Nc1ccccc1)N1CCSc2cc(Cl)ccc21	1	-2	18	i	40	17	1	·	-6	2
N#CC1=C(N)N2C(=C(C#N)C13CCN(Cc1ccccc1)CC3)Nc1ccccc12	-5	0	13	i	-12	7	-4	19	5	-1
O=C(NCc1ccc(F)cc1)c1cc(S(=O)(=O)N2CCOCC2)ccc1F	5	-3	4	i	15	18	4	12	6	-2
Cc1nn(Cc2c(Cl)cccc2Cl)c(Cl)c1/C=N/NC(=O)c1cccnc1	1	0	12	i	7	6	5	-5	5	-3
Cc1onc(C(=O)Nc2ccc3c(c2)OCO3)c1[N+](=O)[O-]	76*	0	0	i	10	13	5	-4	-8	-1
COc1cc(OC)cc(C(=O)Nc2ccc(-n3cnnn3)c(C)c2)c1	43	-1	9	i	6	19	1	-1	1	8
COc1ccc(N(CC(=O)Nc2ccccc2OC)S(=O)(=O)c2ccccc2)cc1Cl	-3	-1	6	i	29	9	-1	6	5	4
CCOC(=O)c1ccc(N=C2SC(C(=O)NC)CC(=O)N2CCc2ccccc2)cc1 (centres undefined)	-15	-3	4	i	9	4	-1	·	5	0
CCc1ccccc1NC(=S)NCc1ccc2c(c1)OCO2	4	2	-11	i	-10	3	0	2	-8	2
Cc1cc(N2CCN(C)CC2)nc2ccc(NC(=S)NCCN3CCc4ccccc4C3)cc12	-7	1	18	i	36	10	0	6	0	1
Cc1cccc(NC(=O)COc2ccccc2C)n1	9	-1	6	i	18	39	1	-3	-1	-5
CNS(=O)(=O)c1ccc(C)cc1	-1	1	-1	i	6	38	1	4	-6	2
COc1ccc2c(C)c(CC(=O)N3CCN(C(=O)C4COc5ccccc5O4)CC3)c(=O)oc2c1 (centres undefined)	2	-2	17	i	16	10	-34	2	-80	6
O=C(O)c1ccccc1NC(=S)NC(NC(=O)c1ccccc1[N+](=O)[O-])C(Cl)(Cl)Cl (centres undefined)	1	·	-11	i	1	3	2	25	4	1
O=C(Nc1cccnc1)Nc1ccccn1	3	6	-5	i	4	3	-5	11	-2	-1
O=C(NCCCN1CCc2ccccc2C1)C1CCN(c2nnc(-n3cccc3)s2)CC1	-3	·	-1	i	19	24	1	6	7	7
CCOCCCNC(=O)c1cc(Sc2nnc(C)s2)nc2ccccc12	-2	-1	-3	i	-8	21	1	-5	5	0
OC1(c2ccc(OC(F)F)cc2)CSC(=Nc2cccnc2)N1C1CC1 (centres undefined)	-5	0	4	i	-21	·	·	0	2	1
O=C(CN1CCN(Cc2ccc(Cl)cc2)CC1)N/N=C/c1ccncc1	-1	-2	0	i	6	-13	-3	-4	-3	0
CCC1C(c2ccccc2)N(C)C(c2ccccc2)CC1(O)c1ccccc1 (centres undefined)	-2	-2	-5	i	-5	99	-6	-5	18	2
CC(C)c1ccc(S(=O)(=O)/N=C2\C=C(NS(=O)(=O)c3ccccc3)C(=O)c3ccccc32)cc1	-27	1	3	i	12	87	1	-3	-4	0
CCC(C)Nc1cc(C)c(C#N)c2nc3ccccc3n12 (centres undefined)	-2	-2	1	i	-7	15	-4	1	-20	4
COCCN1CC(CNC(=O)c2cc(COc3ccc(C)c(C)c3)on2)CC1=O (centres undefined)	0	-1	-4	i	0	12	7	-2	0	1
Cc1onc(-c2ccccc2Cl)c1C(=O)N(Cc1ccc(N(C)C)cc1)C(C)C	5	-2	4	·	8	-6	-18	-1	1	·
Cc1ccc(-n2ncc3c2CC(C)(C)CC3NC(=O)c2ccncc2)cc1 (centres undefined)	-2	0	-32	i	-43	7	1	5	·	-2
CNc1ccccc1C(C)(C)c1cc(-c2ccc(F)cc2)no1	-13	-2	0	i	-5	23	1	0	13	-1
CC(=O)N/C(=C\c1ccccc1)C(=O)OCC(=O)NC(=O)c1ccccc1	4	-1	-3	i	-4	-3	-1	-6	1	·
CC(=O)Nc1ccc(NC(=O)CSC2=NS(=O)(=O)c3cc(F)ccc3N2)cc1	6	·	-2	i	-11	13	3	9	·	·
Cc1coc2c1c(C)cc1oc(=O)c(CC(=O)NCC(=O)O)c(C)c12	4	0	-1	i	5	10	-1	-1	-19	7
Cc1ccc(SCC(=O)NCCC2=CCCCC2)cc1	-1	-2	19	i	30	2	-1	1	0	1
CC1=C(C(=O)OCC2CCCO2)C(c2ccncc2)C2=C(CCCC2=O)N1 (centres undefined)	2	23	1	i	8	19	-1	7	-8	0
CCn1c(/C=C/c2cc(Br)ccc2O)nc2ccccc2c1=O	4	-2	6	i	16	28	-4	11	-3	-5
CC(NS(=O)(=O)c1cc2c3c(c1)CCC(=O)N3CCC2)c1ccccc1 (centres undefined)	6	-3	0	i	-9	22	2	-1	4	·
COC(C/C=C/[C@H](O)COCc1ccccc1)OC	0	·	-2	i	9	-7	2	-3	·	·
CCN1C(=O)C(CC(=O)Nc2ccccc2)N(Cc2ccccn2)C1=S (centres undefined)	-5	-5	-5	i	-5	19	0	-3	-12	0
O=C(OCC(=O)N1CCCc2ccccc21)c1cccnc1Cl	2	-1	1	i	-10	4	4	1	4	-2
COc1ccc(C2C(C(=O)N3CCN(c4ccccc4)CC3)c3ccccc3C(=O)N2C)cc1OC (centres undefined)	1	0	-4	i	1	15	15	-5	1	13
O=C(CCO)c1ccc(O)cc1	-4	-2	-3	·	0	35	0	32	-4	-5
Cc1cc(C)n2nc(C(=O)N3CCN(c4ccc([N+](=O)[O-])cc4)CC3)nc2n1	5	-8	-2	i	-20	18	-1	-5	8	-2
CC(=O)c1ccc(N/C=C/C(=O)c2ccc(Br)cc2)cc1	-2	1	7	i	11	15	4	-13	6	-2
CCC(=O)c1c(NC(C)C)cc(C)oc1=O	4	0	1	i	26	-10	-2	-1	1	-3

(next part)
SMILES	Platelet DG rel	GSK3A inh	HSF1 inh	PolyA inhibitor	HSF-1 act	AI-2 QS modul	GSK3beta inhib	Dyrk1A ADPGlo	HDAC3 inh	HSP90 inh
O=C(C[n+]1cccc2ccccc21)c1ccc(Cl)cc1	1	-4	-5	i	0	21	-1	1	7	3
CC(C)Oc1ccc(C(=O)Nc2ccc(N(C)C)cc2)cc1	-10	2	7	i	32	16	-3	2	3	6
CCn1c(SCC(=O)c2ccc(O)c(O)c2)nnc1-c1ccccc1OC	34	0	-2	i	8	9	-2	1	7	0
COc1ccccc1OC(C)C(=O)Nc1ccccc1C(=O)NCc1cccnc1 (centres undefined)	-6	2	3	i	12	20	0	-3	1	-1
O=c1c2cnn(-c3ccccc3)c2ncn1Cc1ccccc1F	-22	-1	1	i	9	-1	0	6	-3	-2
CC(=O)c1ccc2cccc3c2c1N=CN3C	8	-2	-3	i	-4	11	-1	23	-4	10
O=C(CCn1ccc2ccccc21)Nc1ccc(N2CCOCC2)cc1	4	2	7	i	-14	51	0	-1	-4	0
CCCC(C)NC(=O)COc1ccc(S(=O)(=O)N2CCCC2)cc1 (centres undefined)	1	-4	-3	i	11	40	0	-3	3	-1
O=c1c2c(nc3c(-c4ccccc4)c[nH]n13)CCC2	0	-2	·	i	·	10	0	-2	-10	-2
COC(=O)c1ccc(N2CCc3ccccc32)c([N+](=O)[O-])c1	-6	6	-1	i	25	30	-2	3	-2	4
O=C(CC1C(=O)NCCN1CC1CCCCC1)NC1(c2ccccc2)CC1 (centres undefined)	-1	1	-7	i	-9	5	2	-2	1	3
COC(=O)c1nc(N)sc1-c1ccc(Cl)cc1	1	1	11	i	15	20	1	-4	-4	2
Cc1ccc(-c2nc(NCC3CCCO3)sc2C)cc1 (centres undefined)	-4	0	3	i	8	11	4	-7	-2	-6
COc1ccccc1CNc1n[nH]c(NCc2ccccc2OC)n1	·	-2	·	·	·	-30	-1	-2	-4	0
O=C(CSCc1c(F)cccc1Cl)NNC(=S)NC1CCCCC1	0	-1	0	i	-19	12	0	0	-3	-1
CC(C)(C)C1c2[nH]c3ccccc3c2CCN1Cc1cccc(OCCO)c1 (centres undefined)	11	0	-7	i	-16	27	-1	8	-6	-2
NC(=O)c1oc2ccccc2c1NC(=O)CS(=O)(=O)c1ccccc1	8	8	1	i	-1	12	-2	-2	1	0
CCN(CC)c1nc2c(c(=O)[nH]c(=O)n2C)n1CCOc1ccccc1	3	1	-47	i	-61	22	2	14	-1	-6
COc1ccccc1CN1[C@@H](CC(=O)O)c2ccccc2S1(=O)=O	-4	1	0	i	-13	12	3	·	-1	·
COc1ccc(C(CCN(Cc2ccc(OC)c(OC)c2)C(=O)CCl)c2ccccc2)cc1 (centres undefined)	6	2	?	i	-62	19	-20	1	4	1
CCn1cc(CN2CCC(n3nccc3NC(=O)Cc3ccccc3)CC2)cn1	-7	-1	-6	i	-9	5	2	-3	2	-1
O=C(NC(=S)NCc1ccc(F)cc1)c1ccccc1	-8	·	·	i	·	-5	0	-1	·	0
COc1ccc(Nc2nc(NCC3CCCO3)nc(N)c2[N+](=O)[O-])cc1 (centres undefined)	-5	9	-8	i	-9	20	1	1	0	0

Marked active in Platelet DG rel (from the list above):
SMILES	Platelet DG rel	GSK3A inh	HSF1 inh	PolyA inhibitor	HSF-1 act	AI-2 QS modul	GSK3beta inhib	Dyrk1A ADPGlo	HDAC3 inh	HSP90 inh
COC(=O)c1ccc(CSc2nnc(N)s2)cc1	75*	0	1	i	14	7	1	8	1	1
Cc1onc(C(=O)Nc2ccc3c(c2)OCO3)c1[N+](=O)[O-]	76*	0	0	i	10	13	5	-4	-8	-1
